L929 necroptosis = L929 zVAD cell death inhibition | L929 zVAD necroptosis rescue, ATP luminescence, 24 h; with zVAD 60 µM | viability rescue, % at 10 µM | 0.38% of 220,000 active | AID 1377;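 active = activation, scaled between plate controls, above about 75%, limit read from the data; inactive = activation under that limit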;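 also: 0% = zVAD with DMSO and 100% = DMSO alone without zVAD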
FXIIa inh 1536 = factor XIIa (human) inhibition. AID 800. 0.3% of 220,000 active. inhibition, % at 5 µM. purified FXIIa, Boc-QGR-AMC fluorogenic substrate, 2 h; in the data active = inhibition above about 40%;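 also: 0% = enzyme with no compound and 100% = blank without enzyme; many of its hits are not listed in these tables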
CHOP inhibitor = inhibitors of CHOP induction in ER stress response | CHO-K1 CHOP-promoter luciferase, tunicamycin-induced, 15-18 h | inhibition, % at 10 µM | 3.8% of 220,000 active;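 active = compounds that reduced the stress-induced luciferase reporter signal by more than about 70% of percent inhibition, limit read from the data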;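 also: 0% = tunicamycin plus vehicle and 100% = wells without tunicamycin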
Tb hexokinase = T. brucei hexokinase 1 inhibition; 0.11% of 220,000 active; AID 1430; recombinant TbHK1, G6PDH-coupled NADH A340; inhibition, % at 10 µM;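 active = inhibition of 50% or more in the single-dose primary screen; inactive = inhibition below 50%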
PPC-1+TRAIL kill = compounds killing PPC-1 cancer cells with TRAIL present (potentiator screen, no TRAIL-free arm) | PPC-1 cells + TRAIL, ATPLite viability luminescence | cell killing (% activity), % at 4 µM | 0.41% of 220,000 active | AID 1443;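 active = cell killing above 50% in the first pass at 4 µM, then a duplicate retest at 5 µM averaging 50% or more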;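 also: plate controls were cells with TRAIL plus DMSO for no effect and medium-only wells lacking cells for full effect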
TNF death inh = blocks TNF-alpha induced death of Jurkat FADD-/- cells | activation (protection from cell death), % at 10 µM | Jurkat FADD-/- TNF necroptosis rescue, ATP luminescence, 24 h; 0 = TNF only, 100 = no-TNF cells | AID 463075 | 0.068% of 220,000 active;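 active = activation, meaning protection from cell death, of at least 50% relative to plate controls; inactive = activation below 50%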;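 also: necroptosis triggered by 40 ng/mL TNF-alpha added together with compound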
Wee1 stabilizer = inhibitors of human Wee1 degradation. reporter increase, % at 5 µM. 1.2% of 220,000 active. HeLa Luc-Wee1K328M stability, luciferase luminescence; 100% = proteasome inhibitor MG132 effect. P30291. AID 1321;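 active = activation above the mean of all tested compounds plus 3 SD, set per screening run, cut at about 8.8% in these data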;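 also: cells exposed to compound for 20 h before luminescence read; 0% = DMSO alone and 100% = MG132 at 30 µM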
Target sequence (P30291 whole entry K328M): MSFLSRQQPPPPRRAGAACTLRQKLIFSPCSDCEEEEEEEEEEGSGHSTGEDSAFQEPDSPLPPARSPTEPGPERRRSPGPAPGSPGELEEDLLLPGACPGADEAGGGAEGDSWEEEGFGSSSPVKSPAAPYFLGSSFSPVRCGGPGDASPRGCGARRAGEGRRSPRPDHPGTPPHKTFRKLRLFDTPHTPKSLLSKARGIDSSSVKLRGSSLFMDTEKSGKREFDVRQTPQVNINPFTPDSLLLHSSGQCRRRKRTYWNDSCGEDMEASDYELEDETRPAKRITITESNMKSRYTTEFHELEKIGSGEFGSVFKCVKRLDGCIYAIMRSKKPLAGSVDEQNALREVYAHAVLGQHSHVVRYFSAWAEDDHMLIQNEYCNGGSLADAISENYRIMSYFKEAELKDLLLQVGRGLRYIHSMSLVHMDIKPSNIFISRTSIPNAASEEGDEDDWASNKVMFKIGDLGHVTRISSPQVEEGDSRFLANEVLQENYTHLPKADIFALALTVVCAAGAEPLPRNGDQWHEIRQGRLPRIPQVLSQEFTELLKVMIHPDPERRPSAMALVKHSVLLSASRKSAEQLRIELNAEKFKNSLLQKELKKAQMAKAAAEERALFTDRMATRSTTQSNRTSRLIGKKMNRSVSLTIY
FXIa inh = blocks human coagulation factor XIa protease activity; AID 798; inhibition, % at 5 µM; 0.14% of 220,000 active; purified FXIa, Boc-Glu-Ala-Arg-AMC fluorogenic substrate;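 active = inhibition of at least 40%; inactive = inhibition below 40%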;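 also: fluorescence of freed AMC excited at 355 nm; 0% = enzyme without compound and 100% = no enzyme blank; many of its hits are not listed in these tables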
EP2 antag = inhibitors of human EP2 prostaglandin E2 receptor; P43116; C6 glioma cells expressing human EP2, cAMP TR-FRET; cells stimulated with saturating PGE2; inhibition, % at 25 µM; AID 1422; 0.52% of 260,000 active;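 active = percent inhibition above 40 after rounding to a whole number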;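 also: rat C6 glioma host cells with rolipram phosphodiesterase inhibitor present; the protocol text gives 20 µM as final concentration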
The depositor's hits bear a star; · = not tested or not shown; & = joins results of further samples. This is a subset; the hit share may differ from the screen's.

| SMILES | L929 necroptosis | FXIIa inh 1536 | CHOP inhibitor | Tb hexokinase | PPC-1+TRAIL kill | TNF death inh | Wee1 stabilizer | FXIa inh | EP2 antag |
| --- | --- | --- | --- | --- | --- | --- | --- | --- | --- |
| Fc1cccc(NC(=S)Nc2ccc(Br)cc2)c1 | -0.1 | 18 | 34 | 0 | 31 | -8.1 | 2 | 6 | 16 |
| CCOC(=O)c1nn(-c2ccccc2)c(=O)cc1SC(C)CC (stereo unspecified) | -0.3 | 10 | 33 | -15 | 10 | -4.6 | -1 | 7 | 8 |
| Cc1cc(C)n2nc(Nc3ccccc3)cc2n1 | 0.7 | 8 | 5 | -8 | 17 | 0.7 | 2 | 0 | 6 |
| CCOc1ccc(S(=O)(=O)N(C)c2ccc(OCC(=O)OCc3c(C)noc3C)cc2)cc1 | 0.1 | 4 | 22 | -6 | 9 | -0.4 | -3 | 6 | 6 |
| CCCSc1nc(N)c(C#N)c(-c2ccc(C)cc2)c1C#N | 0.2 | 5 | -37 | 2 | 16 | 0.2 | 2 | 1 | 17 |
| COc1ccc(C)cc1NC(=O)C(CCS(C)(=O)=O)NC(C)=O (stereo unspecified) | 1.3 | 2 | -48 | -2 | 17 | 0.7 | 0 | -5 | 16 |
| Cc1ccc(CCNC(=O)C2CCN(S(=O)(=O)c3cccc4nonc34)CC2)cc1 | -0.2 | 7 | 3 | 1 | 7 | -1.6 | -3 | 1 | 11 |
| Cc1ccc(N=Nc2c(N)[nH]n3c(=O)cc(-c4ccccc4)nc23)cc1 | -0.3 | 9 | 75* | 9 | 23 | -5.1 | -1 | 9 | 4 |
| Cn1c(SCC(=O)NC2CCCC2)nnc1-c1ccc(S(=O)(=O)N2CCOCC2)cc1 | 0.1 | -3 | 16 | -3 | -1 | -1.2 | -3 | -12 | 8&12 |
| Cc1ccc(C2C(C(=O)c3sc(-c4ccccc4)nc3C)=C(O)C(=O)N2CCN(C)C)o1 (stereo unspecified) | -0.1 | · | · | -18 | · | -1.2 | 0 | · | · |
| O=c1[nH]c2ccccc2c2nc(-c3cccc(S(=O)(=O)N4CCCC4)c3)nn12 | -0.7 | 11 | 7 | -9 | 19 | -4.2 | 0 | 0 | 6 |
| Cc1ccc(S(=O)(=O)N(C)c2ccc(C(=O)N3CCN(Cc4ccc5c(c4)OCO5)CC3)cc2)cc1 | -0.6 | 17 | 22 | -6 | 17 | -6.7 | -2 | 2 | 7 |
| COc1ccc(-n2c(C)nn(C)c2=O)cc1 | 0.0 | 13 | -6 | 1 | 4 | 0.0 | -2 | 6 | 5 |
| Cc1nc2cc(NC(=O)Nc3ccc(N4CCOCC4)cc3)ccc2n1C | 1.1 | 17 | 16 | -2 | 21 | 0.5 | 10* | 8 | 8 |
| COc1ccc(N/C(N)=N/c2nc(C)cc(C)n2)c(OC)c1 | -1.1 | -1 | 2 | 5 | 20 | 0.7 | -2 | -6 | 4 |
| CCC(=O)Nc1cc(C(C)(C)C)ccc1C(C)=O | 2.6 | 3 | -13 | -3 | 26 | 1.7 | -3 | -11 | 11 |
| CCN(CC(=O)Nc1cc(Cl)ccc1C)C(=O)COc1ccccc1F | -0.3 | 2 | 16 | -2 | 15 | 0.5 | 1 | -1 | 7 |
| Oc1c(C(Nc2cccc(C(F)(F)F)c2)c2cccnc2)ccc2cccnc12 (stereo unspecified) | 0.1 | 15 | -67 | 49 | 10 | -2.2 | 0 | 8 | 8 |
| C[n+]1ccc(/C=C/c2cccs2)cc1 | -0.4 | 6 | -11 | -31 | -13 | 1.7 | -1 | 1 | 7 |
| Cc1ccc(NC(=O)CN(C)C(=O)Cn2ncc(Cl)c(Cl)c2=O)cc1 | 36 | 11 | -151 | 4 | 16 | -16 | -1 | 4 | 9 |
| COc1ccc(NCc2ccc([N+](=O)[O-])s2)c(OC)c1 | -0.7 | 23 | 26 | -19 | 0 | -11 | 0 | 9 | 19 |
| CCOC(=O)N1CCN(C(=O)C(NS(=O)(=O)c2cccc3nsnc23)c2ccccc2)CC1 (stereo unspecified) | -0.6 | 14 | 22 | -7 | 6 | -0.5 | 2 | -7 | 9 |
| Cc1onc(-c2c(F)cccc2Cl)c1C(=O)Nc1nccs1 | 0.3 | 4 | 13 | -2 | 16 | -0.8 | -1 | -3 | 6 |
| CSCC(C)N1CCC(CO)(CCc2ccccc2)CC1 (stereo unspecified) | -0.7 | 12 | 21 | -3 | 6 | -0.2 | 10.0* | 1 | 7 |
| CCCOc1ccc(-c2cc(C(=O)NCC3CCCO3)c3ccccc3n2)cc1 (stereo unspecified) | 4.8 | -12 | 2 | -13 | 34 | -1.1 | 2 | -7 | 3 |
| COc1ccc(Cl)cc1NC(=O)Nc1cccc([N+](=O)[O-])c1C | 1.8 | 5 | 84* | 2 | 4 | -3.9 | -1 | -2 | 3 |
| CCOc1ccc(NC(=S)N2CCC(C(N)=O)CC2)cc1 | 0.2 | 10 | -18 | -3 | 6 | 0.3 | -2 | 7 | 7 |
| COc1ccc(OC)c2c(N3CCN(C)CC3)cc(C(F)(F)F)nc12 | 0.0 | 7 | -10 | -13 | 21 | 1.6 | 0 | -10 | 8 |

An excerpt of these results, with two lines to a compound.
Value order – L929 necroptosis	FXIIa inh 1536	CHOP inhibitor	Tb hexokinase	PPC-1+TRAIL kill	TNF death inh	Wee1 stabilizer	FXIa inh	EP2 antag
COc1ccc(-n2c(C)nn(C)c2=O)cc1
→ 0.0	13	-6	1	4	0.0	-2	6	5
Cc1nc2cc(NC(=O)Nc3ccc(N4CCOCC4)cc3)ccc2n1C
→ 1.1	17	16	-2	21	0.5	10*	8	8
COc1ccc(N/C(N)=N/c2nc(C)cc(C)n2)c(OC)c1
→ -1.1	-1	2	5	20	0.7	-2	-6	4
CCC(=O)Nc1cc(C(C)(C)C)ccc1C(C)=O
→ 2.6	3	-13	-3	26	1.7	-3	-11	11
CCN(CC(=O)Nc1cc(Cl)ccc1C)C(=O)COc1ccccc1F
→ -0.3	2	16	-2	15	0.5	1	-1	7
Oc1c(C(Nc2cccc(C(F)(F)F)c2)c2cccnc2)ccc2cccnc12 (stereo unspecified)
→ 0.1	15	-67	49	10	-2.2	0	8	8
C[n+]1ccc(/C=C/c2cccs2)cc1
→ -0.4	6	-11	-31	-13	1.7	-1	1	7
Cc1ccc(NC(=O)CN(C)C(=O)Cn2ncc(Cl)c(Cl)c2=O)cc1
→ 36	11	-151	4	16	-16	-1	4	9
COc1ccc(NCc2ccc([N+](=O)[O-])s2)c(OC)c1
→ -0.7	23	26	-19	0	-11	0	9	19
CCOC(=O)N1CCN(C(=O)C(NS(=O)(=O)c2cccc3nsnc23)c2ccccc2)CC1 (stereo unspecified)
→ -0.6	14	22	-7	6	-0.5	2	-7	9
Cc1onc(-c2c(F)cccc2Cl)c1C(=O)Nc1nccs1
→ 0.3	4	13	-2	16	-0.8	-1	-3	6
CSCC(C)N1CCC(CO)(CCc2ccccc2)CC1 (stereo unspecified)
→ -0.7	12	21	-3	6	-0.2	10.0*	1	7
CCCOc1ccc(-c2cc(C(=O)NCC3CCCO3)c3ccccc3n2)cc1 (stereo unspecified)
→ 4.8	-12	2	-13	34	-1.1	2	-7	3

Quoted at random: 2 records from the list.
| SMILES | L929 necroptosis | FXIIa inh 1536 | CHOP inhibitor | Tb hexokinase | PPC-1+TRAIL kill | TNF death inh | Wee1 stabilizer | FXIa inh | EP2 antag |
| --- | --- | --- | --- | --- | --- | --- | --- | --- | --- |
| CCOc1ccc(NC(=S)N2CCC(C(N)=O)CC2)cc1 | 0.2 | 10 | -18 | -3 | 6 | 0.3 | -2 | 7 | 7 |
| COc1ccc(OC)c2c(N3CCN(C)CC3)cc(C(F)(F)F)nc12 | 0.0 | 7 | -10 | -13 | 21 | 1.6 | 0 | -10 | 8 |

Assay outcomes as filed in PubChem BioAssay.
